# mABHD4 FP: inhibits mouse alpha/beta hydrolase domain 4; 370,000 tested, 0.54% active; Q8VD66; inhibition, % at 8.92 µM; purified mABHD4, FP-Rh probe fluorescence polarization;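 active = inhibition exceeding the mean over every tested compound plus 3 SD, cut at about 30% in these data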;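 note: 0% = plate median of compound wells and 100% = S159A mutant with DMSO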
# Target sequence (Q8VD66 whole entry, looked up, the tested form may be a part): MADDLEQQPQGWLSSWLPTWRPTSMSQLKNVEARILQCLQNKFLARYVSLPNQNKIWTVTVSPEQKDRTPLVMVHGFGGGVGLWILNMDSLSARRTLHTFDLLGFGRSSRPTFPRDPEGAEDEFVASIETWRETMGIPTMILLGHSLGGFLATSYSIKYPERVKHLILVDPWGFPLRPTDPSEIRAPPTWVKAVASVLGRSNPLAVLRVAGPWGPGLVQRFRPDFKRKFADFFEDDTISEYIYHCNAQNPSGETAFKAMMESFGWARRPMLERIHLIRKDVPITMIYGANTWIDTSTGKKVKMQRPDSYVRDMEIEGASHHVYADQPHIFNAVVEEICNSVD
#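 Material: mouse ABHD4 enzyme, wild type; Benchmarks: S159A mutant high control, sample median low control; Buffer or medium: HEPES pH 7.0, NaCl, Pluronic buffer; Signal: fluorescence polarization; Read-out: percent inhibition of probe binding, normalized to plate controls; Timing: pre-incubation 45 min, probe exposure 60 min, at 25 °C; Dosing: 8.92 µM, single dose.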
# TCR-CD3 inh: inhibitors of human TCR-CD3 interaction. TAMRA-labeled TCR probe fluorescence, biochemical. inhibition, % at 9.4 µM. 360,000 tested, 0.37% active. AID 651800; in the data active = inhibition above about 19%;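 note: recombinant mutant TCR 2C K166C tagged with TAMRA read by polarization; 0% = receptor in buffer alone and 100% = receptor with positive control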
# HTRA1 inh: HTRA1 (human) protease inhibition; Q92743; recombinant HTRA1, FP-rhodamine activity-based probe, fluorescence polarization; inhibition, % at 5.96 µM; 340,000 tested, 0.5% active; in the data active = inhibition above about 36%;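 note: 0% = enzyme with DMSO and 100% = wells lacking enzyme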
# Target sequence (Q92743 whole entry, looked up): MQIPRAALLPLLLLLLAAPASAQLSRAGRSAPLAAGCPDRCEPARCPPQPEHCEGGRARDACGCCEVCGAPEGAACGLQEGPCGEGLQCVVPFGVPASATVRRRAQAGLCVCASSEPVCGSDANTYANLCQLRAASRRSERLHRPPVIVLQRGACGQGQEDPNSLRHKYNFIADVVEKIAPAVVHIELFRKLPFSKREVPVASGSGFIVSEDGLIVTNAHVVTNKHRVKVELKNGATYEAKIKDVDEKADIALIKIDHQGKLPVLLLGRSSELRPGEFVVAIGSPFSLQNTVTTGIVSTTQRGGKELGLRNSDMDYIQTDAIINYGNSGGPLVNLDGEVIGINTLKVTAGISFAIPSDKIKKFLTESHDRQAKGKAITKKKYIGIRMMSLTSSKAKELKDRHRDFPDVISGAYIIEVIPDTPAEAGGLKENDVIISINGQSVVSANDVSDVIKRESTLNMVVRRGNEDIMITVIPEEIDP
# SIAE inh: inhibitors of human sialic acid acetylesterase SIAE | Q9HAT2 | inhibition, % at 9.66 µM | 370,000 tested, 0.69% active | SIAE FP-Rh probe binding, fluorescence polarization | AID 1053197;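 active = inhibition above a cutoff: mean of compounds within the control limits plus 3 SD of those, cut at about 17% in these data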;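 note: 0% = plate median of compound wells and 100% = probe without SIAE protein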
# TDP2 absorb: blocks human TDP2 phosphodiesterase activity | O95551 | recombinant TDP2, T5PNP hydrolysis, p-nitrophenol absorbance 415 nm | inhibition, % at 12.8 µM | 370,000 tested, 0.34% active | AID 720702;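 active = inhibition above the mean of all tested compounds plus 3 SD, set per campaign, cut at about 25% in these data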;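 note: 0% = DMSO with enzyme and 100% = buffer with substrate but no TDP2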
#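 Read-out basis: percent inhibition. System: recombinant human TDP2. Buffer or medium: Mg2+-containing Tris-HCl buffer, pH 7.5. Repeats: single replicate. Timing: reaction 2 h, 37 °C. Benchmarks: high control without enzyme, low control DMSO plus TDP2. Probe or stimulus: 5 mM T5PNP. Doses: 12.8 µM only. Measured by: epi absorbance of p-nitrophenol freed from T5PNP by hydrolysis.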
# MBD2 DNA inh: blocks human MBD2 binding to methylated DNA | TR-FRET, MBD2 binding to methylated oligonucleotide | 370,000 tested, 0.31% active | inhibition, % at 4.4 µM; in the data active = inhibition above about 13%
# GC-B act: GC-B (human) receptor activation; AID 1920062; HEK293-GC-B cells, CNP EC30, cGMP TR-FRET; 0% at EC30 CNP, 100% saturating CNP; 370,000 tested, 0.11% active; activation, % at 10 µM;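 active = activation at 10 µM reaching about 35% in either raw or pattern-adjusted values, limit read from the data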
# PRMT1 inh: PRMT1 (human) inhibition, primary screen | Q99873 | recombinant PRMT1, activity-based probe fluorescence polarization | inhibition, % at 2.79 µM | 370,000 tested, 1.3% active | AID 652257;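 active = inhibition above about 21% made by adding two undisclosed values, limit read from the data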
# LEDGF integ inh: blocks HIV-1 LEDGF/p75-dependent DNA integration; AID 743269; TR-FRET IN-LEDGF/p75 DNA integration, Eu/Cy5; inhibition, % at 3.7 µM; 370,000 tested, 0.64% active;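 active = inhibition above the screen-wide mean plus 3 SD, cut at about 13% in these data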;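 note: signal is the Cy5 over europium emission ratio at 671 and 618 nm; 0% = plate median of compound wells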
# rCAG binder: binds r(CAG) RNA repeats | inhibition, % at 3 µM | AID 651821 | 370,000 tested, 1.3% active | r(CAG) RNA repeat, TO-PRO-1 dye displacement fluorescence;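 active = inhibition above the plate cutoff, the mean of all test compounds on that plate plus 3 SD, cut at about 35% in these data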;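 note: 0% = DMSO alone and 100% = 100 µM mitoxantrone as full dye displacement; higher means more dye released from RNA so lower well fluorescence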
# The depositor's hits bear a star; / = not tested or not shown. This is a subset, so the mix of outcomes need not match the whole.
SMILES,rCAG binder,MBD2 DNA inh,PRMT1 inh,LEDGF integ inh,TDP2 absorb,TCR-CD3 inh,mABHD4 FP,SIAE inh,HTRA1 inh,GC-B act
CCOc1ccccc1OC(=O)CN1C(=O)c2ccccc2C1=O,-7,-6,-2,2,7,5,-5,2,0,1
C#CCOCCOCCOCCNc1nc(N2CCN(C(=O)[C@H]([C@@H](C)CC)n3cc(CCCCN)nn3)CC2)nc(N2CCN(C(=O)[C@H](CCCCN)n3cc(CCC(=O)O)nn3)CC2)n1,-7,1,0,0,0,2,0,5,-2,0
Cc1ccc(C(C)C)cc1S(=O)(=O)NCc1cccnc1,-3,2,0,5,-10,7,4,3,12,0
CC(OC(=O)/C=C/c1ccccc1Cl)C(=O)NC1CCCCC1C (stereo unspecified),-1,2,1,2,14,-2,13,2,-6,-4
CCOc1ccccc1N(CC(=O)NC(C)(C)C)C(=O)c1ccc(CN2CCOCC2)o1,-2,-3,0,3,5,-3,-5,-3,3,5
CCC1(CC)Cc2ccccc2-c2nc(NN)[nH]c(=O)c21,5,1,-2,-4,-14,5,2,7,4,-8
CCCc1c2c(cc3c(=O)cc(C(=O)OCC)oc13)CCCC2,-3,4,4,0,0,0,1,-3,-26,10
CC(C)c1ccc(NC(=O)CSc2n[nH]c(=O)n2-c2cccnc2)cc1,0,-1,2,2,11,8,-4,0,-2,-9
COc1cccc(NC(=S)N(Cc2ccc(Cl)cc2)Cc2ccc(C(=O)O)cc2)c1,53*,2,7,0,0,2,-2,0,-7,-3
O=C1c2ccccc2NC(c2cccnc2)N1c1ccccc1F (stereo unspecified),-2,-7,-1,-1,10,9,-2,1,1,-2
CCc1ccc(-n2c(O)c(C=NCCN(CC)CC)c(=O)[nH]c2=O)cc1,2,-3,-3,-1,0,-4,-14,1,7,-6
COc1ccc(C(CC(=O)O)NC(=O)Cc2ccccc2)cc1 (stereo unspecified),1,1,3,-2,2,11,1,-1,0,12
COC(=O)c1c(NC(=O)CSc2ncn[nH]2)sc(C)c1C,7,-4,7,0,-9,-4,5,0,0,3
Cc1ccc(NC(=O)N2CCN(C(=O)c3ccco3)CC2)cc1Cl,-5,4,2,-4,-14,-4,1,-5,3,-2
Cc1ccccc1NC(=S)NCc1ccco1,3,1,-1,0,0,6,-2,3,-1,3
CC(C)(C)NC(=O)c1cccc2c1C(=O)c1ccccc1-2,-1,2,4,-2,6,-2,1,-1,-6,-3
COc1ccc(OCCOC(=O)c2cccs2)cc1,-7,-1,-2,0,13,-1,-10,13,-6,3
O=C(CSc1nc2c(c(=O)[nH]1)CCCC2)N1CCOCC1,0,0,-4,3,-2,/,1,4,/,-5
Cc1ccc(-n2[nH]c(=O)c(-c3ccccn3)c2C)cc1,6,-1,2,-5,-9,-5,5,2,5,0
CCc1nnc(NS(=O)(=O)c2ccc(NC(=S)NC(=O)/C=C/c3ccc(OC)cc3)cc2)s1,10,-1,-3,-4,2,2,-2,-8,-6,0
O=C(NCCCN1CCC(Cc2ccccc2)CC1)C1CC(=O)N(C2CCCCCC2)C1 (stereo unspecified),-10,3,3,-4,-7,2,3,-3,1,-8
CCCC(=O)NCCCc1nc2ccccc2n1CCC,-4,2,-1,1,10,7,1,7,8,2
O=S(=O)(c1ccc(F)cc1)N1CCCc2nc(-c3ccc(F)cc3)ccc21,3,-1,-3,2,3,3,-3,-3,/,6
CCc1nc2ccccc2n1Cc1ccc(F)cc1,-1,-1,-2,3,5,4,-4,-11,-3,-4
Cc1ccccc1C(=O)N1CCC(C(=O)Nc2nc3ccc(F)cc3s2)CC1,-2,-6,-5,5,5,12,-3,3,-11,-11
O=C(CSc1nc2cc(Cl)ccc2s1)c1cc2ccccc2o1,22,-3,19,4,-27,-32,-85,-56,-39,-3
O=C(CCc1nnc(Cc2ccc3c(c2)OCO3)o1)NCCc1ccccc1Cl,-4,2,2,-3,0,-5,6,-3,2,-2
Cc1ccc(C(=O)Nc2ccc(Nc3ccccc3)cc2)c(Cl)c1,0,2,3,1,2,3,-2,8,-1,-1
O=C(O)c1ccccc1NS(=O)(=O)c1cccc(NS(=O)(=O)c2cc(Br)ccc2Br)c1,69*,-1,-3,8,5,-1,-8,1,-16,3
CCCCNC(=O)COC(=O)c1ccc(N(C)C)cc1,-6,-4,0,2,-5,8,-3,2,0,-1
Cc1cc(O)c(NC(=O)c2ccc(C)c([N+](=O)[O-])c2)cc1C,4,-3,3,-1,3,-3,16,-1,/,0
O=C(Cc1c[nH]c2ccccc12)NCc1ccncc1,-1,-8,-2,-1,6,6,-1,2,5,2
O=C(O)CN1C(=O)CCS(=O)c2ccccc21 (stereo unspecified),0,-1,2,-2,7,-8,0,0,4,1
Nc1[nH]c(C(=O)c2ccc(Br)cc2)c(-c2ccncc2)c1C(=O)c1ccccc1,1,-1,1,-4,3,3,21,4,/,-2
CC(=O)Nc1ccc(S(=O)(=O)Nc2ccc3nc(C)sc3c2)cc1,-1,-1,1,-2,6,-5,-1,4,2,-6
CCC(C)[C@H](NC(=O)C1CC(=O)N(c2ccc(OC)cc2)C1)C(=O)NC1CCCC1 (stereo partly specified),-4,-3,-6,-1,-10,9,-2,-5,1,-2
CC1CCN(CC(=O)Nc2nccs2)CC1,-6,1,3,-2,-1,-8,-5,-5,2,4
O=C(NCCOc1ccccc1)c1ccccc1Cl,-4,-4,-2,1,9,7,-1,-1,3,1
CCOC1=C2CN(S(=O)(=O)c3ccc(C)cc3)C(c3cccc(Cl)c3)CC2N(S(=O)(=O)c2ccc(C)cc2)C(c2ccncc2)C1 (stereo unspecified),6,3,-4,0,6,8,9,2,/,-23
Cc1ccc(NC(=O)/C(CN(C)C)=N\O)cc1,3,-2,0,1,-5,9,6,2,2,2
COc1cccc(CN(C)CC(=O)Nc2ccccc2C(=O)Nc2ccccc2)c1,0,-2,-1,-1,6,3,6,-10,-14,-3
O=C(Nc1ccc([N+](=O)[O-])cc1Br)c1cccnc1,0,0,1,-2,0,-2,1,1,-1,1
CCC1(c2ccccc2)NC(=O)N(CC(=O)Nc2cc(S(=O)(=O)N3CCOCC3)ccc2OC(C)C)C1=O (stereo unspecified),2,7,7,-2,-11,1,-15,-6,-13,8
COc1ccc(-c2c3c(=O)n(C)c(=O)n(C)c3cn2-c2cccc(OC)c2)cc1,6,2,1,4,-5,4,-1,7,-4,-6
COc1ccc(NC2(c3ccc(Cl)cc3)C(=O)c3ccccc3C2=O)cc1,8,9,3,-3,-3,-6,-9,5,-2,0
O=C(c1ccc2c(c1)OCO2)N(Cc1ccco1)C1(C(=O)NC2CCCCC2)CCCCC1,-8,-2,-5,0,2,2,-4,3,-9,-21
CC(C)N(Cc1ccccc1)C(=O)CN1C(=O)NC2(CCCC2)C1=O,0,-4,0,2,-21,-11,1,-5,8,7
Cc1cc(NC(=O)CSc2nnc(CNC(=O)c3ccccc3)o2)no1,-1,-2,-3,4,5,-5,0,-1,3,0
COc1ccc(CCNC(=O)c2sc3cc(C)ccc3c2Cl)cc1,1,4,-4,1,3,-4,-8,-5,0,1
CC(C)NC(=O)C(c1ccc(F)cc1)N(C(=O)CCC(=O)Nc1ccccn1)C1CCCCC1 (stereo unspecified),-10,0,0,0,-13,-3,3,-2,-3,-6

# Continuation:
SMILES,rCAG binder,MBD2 DNA inh,PRMT1 inh,LEDGF integ inh,TDP2 absorb,TCR-CD3 inh,mABHD4 FP,SIAE inh,HTRA1 inh,GC-B act
CCCc1nnc(NC(=O)CS(=O)(=O)c2ccc(C)cc2)s1,4,1,-1,3,3,4,-5,5,-8,1
CCc1ncc(CN2CCCC(C(=O)Nc3cccc(-c4ccc(F)cc4)c3)C2)cn1 (stereo unspecified),-5,0,0,-3,-11,5,2,-12,-8,-1
COC(=O)[C@]12C[C@H](CC(=O)NCC34CC5CC(CC(C5)C3)C4)C(=O)N(CCc3ccc(OC)c(OC)c3)C1=C[C@H](COCc1ccccc1)O[C@@H]2C,10,9,3,0,-6,/,2,2,/,-2
COc1ccc(C(=O)NCc2nnc(SCC(=O)NCCc3ccccc3)o2)cc1,-3,-3,5,1,3,4,-1,9,8,-3
CCCCN1C(=O)NC2NC(=O)NC21 (stereo unspecified),2,-12,-3,6,-3,3,1,0,1,0
Cc1ccccc1C(=O)N1CCc2cc(-c3csc(NC(=O)CN4CCCC4)n3)ccc21,3,4,-4,2,-10,3,12,-6,-14,8
CC(C)N(C(=O)CC1ON(C)C(=O)N1c1ccc(Cl)cc1)C(C)C (stereo unspecified),-6,2,5,-3,2,-7,4,-1,3,-9
CCN1C(=O)[C@H]2[C@@H](c3ccc(OC)cc3)N3C(=O)CN(CCOC)C(=O)[C@@]3(C)[C@H]2C1=O,1,-2,1,0,6,-4,4,5,6,1
CC1CCN(C(=O)CCNS(=O)(=O)c2ccc(Br)cc2)CC1,3,-2,1,45*,-8,1,4,-4,-4,-3
CCOC(=O)N1CCC(NC(=O)c2cc(C)c3c(C)nn(-c4ccccc4)c3n2)CC1,-1,-2,-3,0,-2,-2,-1,1,-1,7
CCc1cc2c(SCC(=O)NC3CCS(=O)(=O)C3)ncnc2s1 (stereo unspecified),-2,-4,-1,4,6,9,1,-6,1,-1
O=C(CNc1ccc2ccccc2c1)N/N=C/c1ccc([N+](=O)[O-])o1,23,-8,5,-1,-8,4,7,12,1,-8
O=C(c1ccc(C(F)(F)F)cc1)C1CCCN(C(=O)CCc2cnccn2)C1 (stereo unspecified),-3,4,3,-3,-2,-8,1,0,-5,-2
C=CCOc1cccc(C2C(C(=O)c3ccc(C)o3)=C(O)C(=O)N2CCCn2ccnc2)c1 (stereo unspecified),4,-1,2,-3,-7,-5,6,-1,-2,1
CCC(=O)c1ccc(OCC(O)Cn2nnc3ccccc32)cc1 (stereo unspecified),-2,-2,1,1,13,5,-12,-2,2,5
COC(=O)C1=C(C)N(Cc2cccc(C(F)(F)F)c2)C(=NCc2ccc3c(c2)OCO3)NC1CCc1ccccc1 (stereo unspecified),9,-3,-1,-1,-8,-3,16,-1,/,-13
Cc1ccc(-n2cc(CN3CCN(Cc4nccn4C)CC3)c(-c3cccc(C)c3)n2)cc1,-6,-5,2,5,-2,-6,3,0,-18,1
Cc1cc(CC(=O)O)c2oc(-c3ccoc3)cc(=O)c2c1,12,4,3,15*,10,9,1,8,/,2

# Complete entries from above.
# CC(OC(=O)/C=C/c1ccccc1Cl)C(=O)NC1CCCCC1C (stereo unspecified) is listed as rCAG binder = -1; MBD2 DNA inh = 2; PRMT1 inh = 1; LEDGF integ inh = 2; TDP2 absorb = 14; TCR-CD3 inh = -2; mABHD4 FP = 13; SIAE inh = 2; HTRA1 inh = -6; GC-B act = -4
# CCc1ncc(CN2CCCC(C(=O)Nc3cccc(-c4ccc(F)cc4)c3)C2)cn1 (stereo unspecified) is listed as rCAG binder = -5; MBD2 DNA inh = 0; PRMT1 inh = 0; LEDGF integ inh = -3; TDP2 absorb = -11; TCR-CD3 inh = 5; mABHD4 FP = 2; SIAE inh = -12; HTRA1 inh = -8; GC-B act = -1
